UBC9 SUMO inh: inhibitors of in vitro SUMOylation cascade, primary screen, biochemical, HTRF, uHTS | HTRF SUMOylation assay, SAE1/SAE2 + UBC9 | inhibition, % at 35 µM | 290,000 compounds, 0.36% hits | AID 2006, 2009; in the data active means inhibition above about 50%, passing the limit was not always enough; further: strong numbers were not always called active
IMP-1 inh: IMP-1 metallo-beta-lactamase inhibitors, primary screen, biochemical, epi-absorbance readout, Pseudomonas aeruginosa enzyme; metallo-beta-lactamase IMP-1 (Pseudomonas aeruginosa); purified IMP-1, nitrocefin hydrolysis, epi-absorbance fluorescence; inhibition, % at 5.6 µM; 290,000 compounds, 0.45% hits; AID 1556, 2009;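 active means inhibition above the mean plus 3 SD of all compounds in the same screening run, cut at about 4.5% in these data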;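 further: 0% = IMP-1 with DMSO and 100% = DMSO wells lacking enzyme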
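System: Purified IMP-1 | Read-out basis: Percent enzyme inhibition | Controls: IMP-1 with DMSO as 0%, enzyme-free DMSO as 100% | Replicates: One well per compound | Doses: 5.6 µM nominal single concentration | Detection: Epi-absorbance fluorescence, 480 nm excitation, 530 nm emission | Incubation: 25 °C, 15 min preincubation, 25 min reaction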
IDE cell activ: human IDE activators in live cells, primary screen, fluorescence polarization, HEK cells, FAbeta-B substrate. activation, % at 5.96 µM. FAbeta-B cleavage; 0% vehicle, 100% cell-free pure enzyme wells. AID 493087, 2011. Insulin-degrading enzyme (Homo sapiens), P14735. 340,000 compounds, 0.073% hits;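 active means activation above the mean of all tested compounds plus 3 SD, set per screening campaign, cut at about 17% in these data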
VIM-2 inhibitor: VIM-2 metallo-beta-lactamase inhibitors, primary screen, biochemical, epi-absorbance readout, Pseudomonas aeruginosa enzyme | purified VIM-2, nitrocefin hydrolysis, epi-absorbance fluorescence | inhibition, % at 5.6 µM | 290,000 compounds, 0.89% hits | AID 1527, 2009;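 active means inhibition above the mean of all tested compounds plus 3 SD, cutoff set per screening run, cut at about 7.5% in these data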;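 further: red hydrolysis product quenches plate fluorescence so inhibitors raise well fluorescence; 0% = enzyme with DMSO and 100% = DMSO without enzyme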
NS3 helicase inh: inhibitors of HCV NS3 helicase, primary screen, biochemical, Cy5 molecular beacon fluorescence; Hepatitis C virus NS3 helicase; 290,000 compounds, 0.56% hits; inhibition, % at 10.9 µM; NS3 helicase DNA unwinding; AID 1800, 2009;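 active means inhibition above the mean of all tested compounds plus 3 SD, set per campaign, cut at about 35% in these data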;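 further: 0% = DMSO wells and 100% = thioflavine S control wells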
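Material: hepatitis C virus NS3 helicase domain fragment enzyme; measured by: Cy5 fluorescence, 0 and 60 min reads; control set: DMSO and thioflavine S; incubation: 60 min unwinding reaction at 25 °C after ATP addition; read-out basis: % inhibition from 60/0 min fluorescence ratio, DMSO 0%, thioflavine S 100%; repeats: singlicate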
IDE inh: human IDE inhibitors in live cells, primary screen, fluorescence polarization, HEK cells, FAbetaB substrate. FAbetaB cleavage. AID 434962, 2010. inhibition, % at 5.59 µM. 320,000 compounds, 0.41% hits;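 active means percent inhibition above the average of all tested compounds plus 3 SD, set per screening campaign, cut at about 16% in these data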;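 further: IDE supplied by intact live HEK cells; FP after avidin binding of uncleaved biotin substrate so inhibition keeps polarization high; 0% = DMSO wells and 100% = 60 µM reference IDE inhibitor Ii1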
CRFBP-R2 block: antagonists of CRF-BP/CRF-R2 complex, primary screen, cell-based, HEK293, calcium dye fluorescence, uHTS | 350,000 compounds, 0.59% hits | AID 588475, 2011 | CRF-induced calcium fluorescence | inhibition, % at 11.8 µM;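 active means inhibition of the ligand-induced calcium signal above about 50% at the single tested concentration, limit read from the data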
GalR3 antagonist: GalR3 antagonists in HEK293 cells, primary screen, cell-based, fluorescence readout; inhibition, % at 3 µM; HEK293 GalR3-CNG cAMP membrane potential fluorescence; galR3 body fused to GalR1 C-terminus; 360,000 compounds, 0.44% hits; Galanin receptor type 3 (Homo sapiens), O60755;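 active means inhibition above the screen-wide average plus 3 SD, cut at about 13% in these data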;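 further: forskolin and galanin both at EC90 stimulate the cells; cAMP rise reported by CNG channel membrane potential dye signal; 0% = forskolin plus galanin with DMSO and 100% = forskolin alone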
p-CIP stab down: p/CIP-EGFP fusion destabilizers, primary screen, fluorescence, F442A cells; Q05BA5; 16 h; decrease of EGFP signal, % at 10 µM; 290,000 compounds, 0.01% hits; AID 1984, 2009;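 active means EGFP signal decrease of at least 30% at 10 µM or well 3 SD below plate mean, unless failing retest; inactive means the rest, including hits failing retest or dose response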; further: some compounds called inactive have numbers as strong as hits; many of its hits are not listed in these tables
Target sequence (Q05BA5 1-1403): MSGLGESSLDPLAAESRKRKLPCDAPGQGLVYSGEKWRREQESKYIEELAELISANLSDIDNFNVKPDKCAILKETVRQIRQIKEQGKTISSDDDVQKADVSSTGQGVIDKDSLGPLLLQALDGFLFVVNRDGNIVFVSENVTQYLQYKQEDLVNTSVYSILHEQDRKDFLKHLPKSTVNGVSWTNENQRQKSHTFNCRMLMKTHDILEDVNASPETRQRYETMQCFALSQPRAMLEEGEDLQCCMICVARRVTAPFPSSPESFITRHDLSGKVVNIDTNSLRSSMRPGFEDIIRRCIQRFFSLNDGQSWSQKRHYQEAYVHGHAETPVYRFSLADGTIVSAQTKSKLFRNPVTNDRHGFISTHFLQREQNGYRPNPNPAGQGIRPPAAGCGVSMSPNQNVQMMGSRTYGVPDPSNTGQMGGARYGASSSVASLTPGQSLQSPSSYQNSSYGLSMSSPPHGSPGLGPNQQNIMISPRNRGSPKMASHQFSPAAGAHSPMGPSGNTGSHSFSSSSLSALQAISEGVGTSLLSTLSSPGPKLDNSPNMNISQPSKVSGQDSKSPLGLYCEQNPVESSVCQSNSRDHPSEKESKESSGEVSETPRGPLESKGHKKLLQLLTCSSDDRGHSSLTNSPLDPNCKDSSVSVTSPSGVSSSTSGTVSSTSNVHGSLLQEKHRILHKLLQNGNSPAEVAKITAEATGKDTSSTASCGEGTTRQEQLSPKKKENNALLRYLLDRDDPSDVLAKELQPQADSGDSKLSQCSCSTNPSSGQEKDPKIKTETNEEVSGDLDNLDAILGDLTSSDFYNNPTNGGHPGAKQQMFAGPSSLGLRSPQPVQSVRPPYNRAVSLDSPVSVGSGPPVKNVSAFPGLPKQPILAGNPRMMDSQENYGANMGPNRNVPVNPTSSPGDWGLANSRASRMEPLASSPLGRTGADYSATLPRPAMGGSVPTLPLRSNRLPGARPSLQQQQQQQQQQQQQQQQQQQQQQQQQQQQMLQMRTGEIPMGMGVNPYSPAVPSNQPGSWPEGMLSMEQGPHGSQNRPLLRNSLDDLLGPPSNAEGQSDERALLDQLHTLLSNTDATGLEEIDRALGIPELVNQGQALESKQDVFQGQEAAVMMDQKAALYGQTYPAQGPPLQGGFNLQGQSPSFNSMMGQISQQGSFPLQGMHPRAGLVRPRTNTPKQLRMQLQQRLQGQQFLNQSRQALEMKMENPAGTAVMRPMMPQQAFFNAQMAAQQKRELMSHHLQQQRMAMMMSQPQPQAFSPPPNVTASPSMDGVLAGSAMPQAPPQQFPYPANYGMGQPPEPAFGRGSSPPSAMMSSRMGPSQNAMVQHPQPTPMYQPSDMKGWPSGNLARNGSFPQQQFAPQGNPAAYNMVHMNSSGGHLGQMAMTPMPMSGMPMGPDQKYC
Active calls of the source: *; nt = not tested or not shown; & = joins results of further samples. Compounds as they come; any-hit rate near 3.2%.

SMILES	UBC9 SUMO inh	IMP-1 inh	IDE cell activ	VIM-2 inhibitor	NS3 helicase inh	IDE inh	CRFBP-R2 block	GalR3 antagonist	p-CIP stab down
CCOc1ccccc1NC(=O)C(OC(=O)C1CC1)c1ccccc1 (centres undefined)	5	-3.2	7	-2.6	-9	5	-11	7	-11
Cc1cccc(OCCNC(=O)c2cccc(Oc3ccc(C(F)(F)F)cc3[N+](=O)[O-])c2)c1	-19	-2.1	1	-1.9	-5	-2	-7	-2	-5
O=C1CCC(=O)N1c1cccc(OS(=O)(=O)c2ccccc2)c1	2	-1.6	4	-0.2	5	-1	-4	-2	-5
O=C(Cn1nnc2ccccc21)NCc1ccccc1	86	-0.2	-2	-0.5	0	1	-8	-4	-16
O=C(Nc1ccc2c(c1)OCO2)C1CCN(C(=O)CSc2ncnc3ccccc23)CC1	20	-1.3	0	-1.4	-11	-3	10	-4	-10
c1ccc2oc(CCc3nc4ccccc4o3)nc2c1	15	nt	5	nt	nt	1	2	-3	-14
COC(=O)[C@@H]1C[C@@]2(O)[C@H](O)[C@H](O)[C@H](O)C[C@H]2N1Cc1ccc(-c2ccccc2)cc1	10	nt	3	nt	nt	4	10	0	-2
CC(=O)c1c(C)[nH]c(C(=O)Nc2cc(C)ccc2C)c1C	16	-1.4	3	2.7	1	3	-5	-1	-17
Cc1c(OCC(F)(F)F)ccnc1CS(=O)c1nc2ccccc2[nH]1 (centres undefined)	-2&8	-5.8&-1.2	-1	-3.4&-1.2	-6&-10	1	-1	nt	-12&0
Cc1ccc(NC(=O)C(CC(C)C)NC(N)=O)cc1Cl (centres undefined)	5	-3.3	5	-0.4	17	3	-40	-4	-11
COC(=O)c1ccc(OC(=O)c2ccc(OC)c(OC)c2)c(OC)c1	0	-3.1	3	0.5	-3	-2	-2	1	-11
CNC(=O)c1ccsc1NC(=O)CCS(=O)(=O)c1ccccc1	21	-0.5	7	-0.5	-10	-1	8	2	-10
Cc1cccc(N2CCN(C(=O)Cc3ccccc3[N+](=O)[O-])CC2)c1C	-6	-0.7	3	0.0	-3	0	5	-6	1
O=C(COC(=O)/C=C/c1nc2ccccc2s1)Nc1cccc(Cl)c1Cl	14	-4.8	2	-3.4	8	0	5	0	-2
CCOC(=O)c1sc(NC(=O)CSc2nccc(C)n2)nc1C	20	-3.3	1	-4.2	2	-3	-6	-8	18
O=C(Nc1ccccc1N1CCOCC1)c1cc(-c2ccncc2)nc2ccccc12	15	-2.4	3	0.1	-7	1	-17	-4	-10
O=C(OC1CCCCC1=O)c1cccc(S(=O)(=O)N2CCOCC2)c1 (centres undefined)	nt	nt	5	nt	nt	-1	-1	0	nt
CC(=O)NCCOC(=O)Nc1ccncc1	9	-1.3	-5	0.2	-9	-2	-4	-7	4
COC(=O)Cn1cnc2c(C#N)c3n(c2c1=O)CCCCC3	-3	0.5	5	-2.5	6	0	-5	-7	4
Cc1sc2nc(COC(=O)c3ccc(Cl)c(N)c3)[nH]c(=O)c2c1C	12	-0.7	2	-0.3	-13	-2	-31	-3	3
Cc1cccc(NC(=S)N2CCC(c3nc4ccccc4o3)CC2)c1C	-3	-2.0	0	-1.7	2	3	-15	1	-19
CCn1c(COc2ccccc2)nnc1SCC(=O)NC1CCCCC1	19	-1.9	0	-2.6	5	2	10	-5	-12
CC1CCN(c2c(NCc3ccc(C(=O)NCc4ccccc4)cc3)c(=O)c2=O)CC1	-6	-1.8	-8	-1.2	5	-3	8	-1	-22
C=CCn1c(COc2ccccc2OC)nc2ccccc21	6	-3.7	2	-0.3	3	3	3	-9	8
Cc1ccc(C)c(S(=O)(=O)N/N=C2/CCCc3ccccc32)c1	-18	-4.7	2	-3.1	2	12	-14	-8	6
Carrying on:
SMILES	UBC9 SUMO inh	IMP-1 inh	IDE cell activ	VIM-2 inhibitor	NS3 helicase inh	IDE inh	CRFBP-R2 block	GalR3 antagonist	p-CIP stab down
O=C1CCC(=O)N1c1ccc(-c2nc3sc4c(c3c(=O)o2)CCC4)cc1	30	-1.0	5	1.0	-1	16	-13	-4	-2
CC1CCCN(C(=O)c2ccc3c(c2)OCCO3)C1 (centres undefined)	nt	nt	2	nt	nt	1	5	-7	nt
Cc1ccccc1-c1cc2c(nn1)-c1ccccc1C2=O	88*	-5.4	1	3.1	2	-3	9	2	59
Cc1cccc(N2CC(C(=O)NCC3COc4ccccc4O3)CC2=O)c1C (centres undefined)	nt	nt	3	nt	nt	0	7	-7	nt
COc1cc(CNc2ccc3[nH]c(=O)[nH]c3c2)ccc1OCc1ccc(F)cc1Cl	24	-2.4	2	-0.2	-6	nt	3	-6	-26
COCCSc1ccccc1C(=O)Nc1nnc(COC)s1	14	1.7	1	0.8	-3	0	-11	-5	-8
CN(c1ccccc1)S(=O)(=O)c1cccc(NC(=O)CN2CCCc3ccccc32)c1	8	-3.0	8	-1.2	-39	-2	-13	-2	-12
CCOC(=O)c1c(NC(=O)C2C3C=CC(C3)C2C(=O)O)sc2c1CC(C)(C)OC2 (centres undefined)	13	-1.0	3	-0.9	11	3	-8	-4	-14
C=CCn1c(SCC(=O)NC(=O)NCCC)nnc1C1CCCCC1	7	-0.1	1	-1.2	-3	0	-2	-1	-23
Cc1sc(NC(=O)c2ccco2)c(C(=O)c2ccc(Cl)cc2)c1C	-2	-1.9	1	-1.9	16	0	-53	-3	2
Fc1ccccc1OCCCN1CCOCC1	-2	0.3	5	-2.1	1	-2	-12	-1	-49
COC(=O)c1cc(S(=O)(=O)NCC2CCN(Cc3ccc(C)cc3)CC2)c[nH]1	2	-3.6	-2	-4.6	-2	0	-3	-5	-1
S=c1[nH]ccn1-c1ccccc1Cl	5&10	-3.8&-1.6	4	0.0&-0.3	1&1	5	6	-5	6&0
Cc1ccc(/C=N/NC(=O)c2ccc(N(C)S(=O)(=O)c3ccccc3)cc2)cc1	-14	-1.5	-4	-3.0	-22	8	-3	-10	-2
COc1cc(-c2nc(Cc3ccccc3Cl)no2)cc(OC)c1OC	-12	-1.1	5	-2.3	-5	1	7	-4	-14
O=C(CC12CC3CC(CC(C3)C1)C2)NCc1ccccc1	15	-2.5	0	-1.8	-1	-4	-12	-4	-4
Cc1ccc(S(=O)(=O)N2CCCOC2CNC(=O)C(=O)NCc2ccncc2)cc1 (centres undefined)	2	-3.2	4	-2.8	-1	-6	14	-5	-14
CCN1CC(CN(C)Cc2cn(-c3ccc(C)cc3)nc2-c2ccc(F)cc2)CC1=O (centres undefined)	-5	-1.8	2	-3.2	-18	4	-12	-6	1
C=CC(=O)NC(NC(=O)C=C)c1ccc(Br)cc1	-5	-1.7	5	-1.6	0	-2	7	4	5
Cc1nc(S(=O)(=O)c2ccc(Br)cc2)nc2c1CCC2	-1	-2.4	3	-1.0	5	-4	0	-6	7
O=C(N(Cc1ccccc1)c1ccccn1)C12CC3CC(CC(C3)C1)C2	0	-1.9	3	-2.4	-4	-1	-21	-4	6
COc1ccc(CSc2nnc3[nH]c(=O)cc(N)n23)cc1	16	-3.1	-2	-2.7	1	-4	3	-1	-4
COc1cccc(C2CC(c3cccs3)=NN2C(=O)c2ccco2)c1O (centres undefined)	1	-4.2	-2	-4.6	-10	1	67*	1	-12
c1ccc(CCCNc2ncccn2)cc1	24	-1.7	-1	-6.0	-3	-5	-1	-4	-29
O=C(NCC1(N2CCOCC2)CCCCC1)c1cccc(S(=O)(=O)N2CCc3ccccc3C2)c1	-20	-1.7	-5	-2.9	-5	-1	-3	-3	11
O=C(C1CCN(S(=O)(=O)c2ccc(Cl)cc2)CC1)N1CCCCCCC1	5	-2.5	7	0.7	-10	5	0	-4	8
CCN(C(=O)COC(=O)Cc1ccc(F)cc1)c1c(N)n(Cc2ccccc2)c(=O)[nH]c1=O	nt	nt	1	nt	nt	-4	-7	-6	nt
Cc1ccc(-c2nc(C(=O)NCCCN(C)C)cc3c2[nH]c2ccccc23)cc1	-1	-0.8	3	4.3	-45	7	-11	4	1
COCCN(C(=O)c1cccc(N2C(=O)CCC2=O)c1)c1nc(-c2ccc([N+](=O)[O-])cc2)cs1	nt	nt	4	nt	nt	5	0	-5	nt
Cc1ncoc1C(=O)NC1CCCc2c1cnn2-c1ccc(C(C)(C)C)cc1 (centres undefined)	0	-1.7	5	-3.3	-3	nt	-20	102*	-17
